MBNL1-CUG inh: MBNL1-poly(CUG) RNA binding inhibition; TR-FRET MBNL1-His/biotin-(CUG)12 binding, 665/545 ratio; 280,000 compounds, 0.036% hits; AID 2675; Potency, µM (titrated, usually from 57.5 µM), for inactives: at the top dose activity change, negative = inhibition, actives largely listed as inhibitors; Q9NR56; active = well fitted inhibition curve with a large enough effect in the signal ratio, with a control signal flat, not every such curve was filed as active; inconclusive = small, poorly fitted or top-dose-only effect, or effect the other way, or a change in a side signal; inactive = no such curve, though single readings can be large or run the other way; the % refers to the signal ratio; note: potency is the fitted concentration of half-maximal effect; % is set by controls: 0 for no effect and ±100 for the full control effect
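Ratiometric TR-FRET (665 over 545 nm, excitation 340 nm) tracks disruption of MBNL1-His/biotin-(CUG)12 complex after 60 min at room temperature, with compounds at 92 nM to 58 uM final.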
USP2a block: blocks human ubiquitin-specific protease USP2a; O75604; USP2 core, Ub-CHOP2 coupled fluorogenic reporter, 485/531; Potency, µM (doses to about 38.3 µM), without a hit: top-dose activity change, negative = inhibition, hits mostly inhibitors; 330,000 compounds, 0.01% hits; AID 463254;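 note: potency is the fitted concentration of half-maximal effect; plate controls were DMSO wells for no effect and full inhibition by NEM control for full effect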
Target sequence (O75604 whole entry, looked up): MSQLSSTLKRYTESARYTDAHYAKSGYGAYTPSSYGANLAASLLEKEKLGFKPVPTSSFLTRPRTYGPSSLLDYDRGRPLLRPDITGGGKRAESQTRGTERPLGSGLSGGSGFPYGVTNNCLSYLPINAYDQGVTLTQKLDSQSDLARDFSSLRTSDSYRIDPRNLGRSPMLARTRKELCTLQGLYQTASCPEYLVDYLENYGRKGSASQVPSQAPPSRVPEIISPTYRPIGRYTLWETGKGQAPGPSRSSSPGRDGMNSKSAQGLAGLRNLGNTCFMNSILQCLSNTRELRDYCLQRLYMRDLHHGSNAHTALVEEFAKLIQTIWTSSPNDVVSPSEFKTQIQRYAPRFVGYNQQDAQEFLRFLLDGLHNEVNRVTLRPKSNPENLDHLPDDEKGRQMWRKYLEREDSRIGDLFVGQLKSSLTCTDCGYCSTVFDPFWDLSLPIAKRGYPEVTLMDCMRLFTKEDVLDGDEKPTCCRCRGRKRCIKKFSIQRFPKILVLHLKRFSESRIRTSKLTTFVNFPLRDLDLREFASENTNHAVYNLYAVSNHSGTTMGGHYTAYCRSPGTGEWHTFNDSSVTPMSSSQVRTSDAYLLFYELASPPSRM
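USP2 core (10nM final) preincubated 30min RT with compound in 20mM Tris-HCl pH 8.0, 2mM CaCl2, 2mM beta-mercaptoethanol, 0.05% CHAPS; 25nM Ub-CHOP2 plus 25nM reporter substrate added, fluorescence (Ex485/Em531) read after 60min.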
PKM2 act: PKM2 (human) enzyme activation | P14618 | purified PKM2, Kinase-Glo ATP luminescence, activation; response scale: 0% is enzyme alone, no compound | Potency, µM (titrated, usually from 57.5 µM), inactives show top-dose activation, actives largely listed as activators | 260,000 compounds, 0.34% hits | AID 1631; note: potency is the fitted concentration of half-maximal effect; % is set by controls: 0 for no effect and ±100 for the full control effect; nearly all actives have a fitted effect of over 55% in size
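Purified hPK-M2 (>95%) run at intermediate activity with 0.1 mM ADP and 0.5 mM PEP in 50 mM imidazole pH 7.2, KCl, MgCl2; 1 h room temperature. ATP formed read by Kinase-Glo luminescence; normalized to uninhibited and no-enzyme controls.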
BCR signal inh: inhibitors of chronic active B-cell receptor signaling; ABC-DLBCL IkBa-CBG/CBR reporter, luminescence ratio, 4 h; Potency, µM (doses to about 46.1 µM), for inactives: top-dose ratio change, negative = lower green/red ratio, most hits filed as inhibitors; 340,000 compounds, 0.05% hits; active = well fitted inhibition curve with a large enough effect in the signal ratio, with a control signal flat, not every such curve was filed as active; inconclusive = small, poorly fitted or top-dose-only effect, or effect the other way, or a change in a side signal; the % refers to the signal ratio;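 note: potency is the fitted concentration of half-maximal effect; plate controls were basal doxycycline-induced cells for no effect and cells given 10 µM MG132 for full effect; MG132 reads +100%, hits lower the ratio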
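Cell line TMD8 (human ABC DLBCL), stably expressing tet-inducible CBG68-IkBa fusion and CBR; IMDM/0.5% FBS; cpd up to 46 uM; dox induction, 4 h, 37C/5% CO2; dual luminescence; green/red ratio; MG132 control.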
Eya2 inh: Eya2 (human) phosphatase inhibition | O00167 | recombinant Eya2, OMFP fluorescence dephosphorylation (OMFP is methylfluorescein phosphate) | Potency, µM (top dose mostly 76.9 µM), inactives show top-dose activity, negative = inhibition, usual class: inhibitors | 330,000 compounds, 0.006% hits | AID 488837; note: potency is the fitted concentration of half-maximal effect; % is set by controls: 0 for no effect and ±100 for the full control effect
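Eya2 protein (added as 0.2 uM solution) was preincubated with compound for 10 min at ambient temperature in 50 mM HEPES pH 7.5, 50 mM NaCl, 5 uM MgCl2, 0.05% BSA, 1 mM DTT. OMFP (added at 50 uM) then reacted 10 min; fluorescence read at 485/525 nm.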
GALK inh: blocks human galactokinase activity; P51570; Purified GALK, Kinase-Glo residual ATP luminescence; Potency, µM (series often up to 57.5 µM), for inactives: top-dose activity change, negative = inhibition, usual class: inhibitors; 270,000 compounds, 0.007% hits; AID 1868; note: potency is the fitted concentration of half-maximal effect; % is set by controls: 0 for no effect and ±100 for the full control effect
Target sequence (P51570 whole entry, looked up): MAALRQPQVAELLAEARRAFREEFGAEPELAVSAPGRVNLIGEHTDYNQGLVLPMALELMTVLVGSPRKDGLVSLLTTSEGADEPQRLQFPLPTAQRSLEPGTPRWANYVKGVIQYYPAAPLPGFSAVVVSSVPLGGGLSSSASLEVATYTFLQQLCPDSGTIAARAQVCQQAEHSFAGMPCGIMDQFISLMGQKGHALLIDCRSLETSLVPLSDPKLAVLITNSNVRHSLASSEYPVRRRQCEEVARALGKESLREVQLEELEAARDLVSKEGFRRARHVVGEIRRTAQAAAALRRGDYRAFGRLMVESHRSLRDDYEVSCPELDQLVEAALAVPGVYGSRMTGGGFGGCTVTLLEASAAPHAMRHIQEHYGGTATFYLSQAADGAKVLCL
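The enzyme phosphorylates galactose (100 uM) using ATP (35 uM); inhibition is detected as higher residual ATP, quantified by bioluminescence after 1 h reaction at room temperature, pH 8.0.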
Menin MLL FP TR: displaces Texas Red mutant MLL peptide from human menin | AID 1768 | Potency, µM (doses to about 61.6 µM), inactives show at the highest dose FP activity change, negative = inhibition, actives largely listed as inhibitors | 270,000 compounds, 0.23% hits | Menin + Texas Red MLL mutant peptide, fluorescence polarization | O00255; active = well fitted inhibition curve with a large enough effect in the polarisation, with a control signal flat, not every such curve was filed as active; inconclusive = small, poorly fitted or top-dose-only effect, or effect the other way, or a change in a side signal; inactive = no such curve, though single readings can be large or run the other way; the % refers to the polarisation; note: potency is the fitted concentration of half-maximal effect; % of control where 0% means no effect; many of its hits are not listed in these tables
hERG WT inh: inhibitors of human wildtype KCNH2 potassium channel; Q12809; U2OS, BacMam KCNH2, thallium flux FluxOr; active compounds read low; activity change, % at 1.84 µM; 340,000 compounds, 0.37% hits; AID 720551;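 active = maximum activity change below -70%; inconclusive = maximum activity change between -70% and -50%; inactive = maximum activity change above -50%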; note: % is set by controls: 0 for no effect and ±100 for the full control effect
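U2OS cells transduced with wild-type KCNH2 virus are loaded with FluxOr dye for 45 min, and thallium flux is measured in kinetic reads before and after stimulation buffer. Rate constants are normalized to DMSO controls.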
TSHR antag: blocks TSH signaling through the human TSH receptor; P16473; TSHR-expressing cells, TSH-stimulated cAMP HTRF, 2 h; active compounds read low; activity change, negative = inhibition, % at 11.5 µM; 330,000 compounds, 0.2% hits; AID 504810;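 active = activity change below a set negative limit, meaning inhibition stronger than a set level, cut at about -70% in these data; inconclusive = activity change between two set negative limits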; note: % is set by controls: 0 for no effect and ±100 for the full control effect
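Competitive HTRF cAMP read-out (cryptate anti-cAMP antibody, cAMP-d2; 30 min, room temperature) in freshly harvested TSHR cells. Compounds added before TSH at EC80 (4nM final), followed by 2 hours' incubation at 37 deg C.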
Mito fusion yeast: mitochondrial division inhibition or fusion activation | S. cerevisiae fusion-defective mutant growth rescue, CellTiterGlo 48 h | Potency, µM (titrated, usually from 46.1 µM), inactives show top-dose growth rescue (activation), hits mostly activators | 320,000 compounds, 0.23% hits | AID 485298;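 note: potency is the fitted concentration of half-maximal effect; % of control where 0% means no effect; nearly all actives have a fitted effect of over 45% in size; temperature-sensitive fusion mutants such as fzo1-1 at 37 °C on non-fermentable ethanol glycerol medium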
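Compounds are tested for their ability to restore growth of mitochondrial fusion-defective yeast strains at non-permissive 37C in YPEG medium over 48 hours. Viability is quantified by luciferase luminescence.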
ASM inhibitor: blocks human secretory acid sphingomyelinase; placental ASM, HMU-PC fluorogenic substrate, 60 min; AID 504937; 340,000 compounds, 0.006% hits; P17405; Potency, µM (titrated, usually from 57.5 µM), for the others: at the top dose activity change, negative = inhibition, hits mostly inhibitors; note: potency is the fitted concentration of half-maximal effect
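Fluorogenic HMU-PC substrate (9 uM final) is turned over by placental ASM in 60 min at 37 C after a 10 min compound preincubation. Reaction ended by alkaline stop (pH 10), with fluorescence read at 386/447 nm.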
* = called active by the depositor; i = inactive; ? = inconclusive; nt = no result given; [ ] = another dose, or the depositor's remark. Unless noted, calls come from the whole dose curve; as a rule, active = well fitted curve in the direction sought with a large enough effect; inconclusive = small, poorly fitted or top-dose-only effect, or another doubt; inactive = no such curve, though single readings can be large; an effect the other way counts as inactive or inconclusive. Some of the compounds tested (hit frequency here may not be typical).

Order of values – PKM2 act	GALK inh	USP2a block	hERG WT inh	MBNL1-CUG inh	ASM inhibitor	TSHR antag	Menin MLL FP TR	Eya2 inh	BCR signal inh	Mito fusion yeast
COc1ccc(-c2ccc3ccccc3n2)cc1OC
  -12%	-2%	0%	-8	?	14%	1	-2%	2%	?	5%
COc1ccccc1NC(=O)CCC(=O)Nc1nnc(C(F)(F)F)s1
  1%	7%	1%	3	-6%	-2%	-7	-3%	-13%	-2%	1%
Cc1ccc(S(=O)(=O)Nc2cc(Cl)ccc2-n2cncn2)cc1
  nt	nt	2%	-7	nt	-1%	10	nt	-9%	-1%	4%
COc1ccc2cc(CCOC3CCCCO3)ncc2c1 (configuration not stated)
  nt	nt	-4%	1	nt	3%	-1	nt	5%	-22%	-6%
C=CCOC(=O)C1=C(C)NC(SC)=C(C#N)C1c1cccs1 (configuration not stated)
  1%	-5%	2%	5	3%	-3%	-36	22%	2%	?	5%
COc1ccc(-c2n[nH]c(=S)nc2-c2ccc(OC)cc2)cc1
  nt	nt	-2%	-12	13%	-6%	-10	43%[activator]	-36%	0%	3%
Cc1ccccc1CC(=O)N1CCCC(CNC(=O)c2ccc(F)cc2)C1 (configuration not stated)
  nt	-5%	3%	14	-1%	7%	-10	nt	5%	1%	-1%
Cc1ccc(S(=O)(=O)N2CCc3c2cc([N+](=O)[O-])cc3[N+](=O)[O-])cc1
  nt	1%	-2%	0	?	-5%	-6	?	9%	1%	-21%
COc1ccc(NC(=O)CN(c2cc(C)cc(C)c2)S(=O)(=O)c2c(C)noc2C)cc1OC
  -1%	0%	3%	1	-11%	-8%	0	14%	-3%	14%	3%
c1nc2nc3c(c(N4CCOCC4)n2n1)CCCC3
  2%	-1%	2%	-4	-9%	-1%	4	1%	18%	0%	-3%
Cc1ccc(NC(=O)COC(=O)CNC(=O)c2cccc([N+](=O)[O-])c2)cc1S(=O)(=O)N1CCCCCC1
  8%	1%	-9%	3	?	-3%	-15	?	3%	?	-5%
COc1ccc(NC(=O)CSc2nnc(Cc3cccn3C)n2-c2ccc(F)cc2)cc1
  0%	-3%	-1%	0	-11%	0%	-4	-5%	2%	3%	-3%
Cc1cccc(OCC(=O)NCCNC(=O)c2ccccn2)c1
  nt	-5%	-1%	-4	-1%	0%	37	2%	-4%	?	2%
CCOc1ccccc1N=Cc1c(O)c2ccccc2oc1=O
  -3%	-2%	1%	1	6%	74%[activator]	-2	-23%	-14%	?	-3%
CCOC(=O)Cn1ncc(-c2ccccc2)c1N
  -1%	-5%	2%	-9	-23%	7%	-7	6%	-4%	-12%	-1%
Cc1ccc(-c2cc(C(=O)NN=C3CCCC3)c3ccccc3n2)cc1
  2%	3%	0%	-197*	0%	-2%	0	23%	-21%	-22%	-4%
COc1ccc(N2C(=O)C(CC(=O)O)S/C2=N\N=C\c2cccs2)cc1 (configuration not stated)
  nt	nt	4%	12	3%	2%	-11	18%	5%	4%	-17%
O=c1nc2n(c3sc4c(c13)CCCC4)C(CBr)CS2 (configuration not stated)
  17%	-2%	0%	-2	1%	-1%	-7	-12%	-4%	1%	1%
COc1ccc(OC)c(C(=O)CSc2nnc(Cc3cccs3)n2CCc2ccccc2)c1
  0%	-3%	-14%	0	24%	-4%	-1	?	-21%	?	-1%
CCOC(=O)C1(CCOc2ccccc2)CCN(Cc2cnc(C)s2)CC1
  -16%	-1%	1%	44	1%	0%	-24	?	-15%	?	-2%
COc1cc2c(cc1OC)CN(C(=O)CSc1n[nH]c(N)n1)CC2
  6%	-2%	0%	4	-1%	7%	1	-15%	-29%	?	1%
Cc1cc(NC(=O)c2noc3c2CCCC3)n(-c2ccccc2)n1
  1%	1%	1%	-14	-6%	1%	-12	-14%	-19%	0%	2%
CC(C)[C@H](NS(=O)(=O)c1cccc(Cl)c1)C(=O)OCC(=O)N1CCN(c2ccccc2)CC1
  2%	1%	2%	0	-10%	2%	-9	4%	-6%	0%	5%
COc1cccc(CNC(=O)CCC2CCCN(c3cc(C)nc(N)n3)C2)c1 (configuration not stated)
  0%	0%	-4%	-5	-8%	3%	-8	-11%	7%	?	-9%
CC(OC(=O)/C=C/c1cccs1)C(=O)NC1CCCCC1C (configuration not stated)
  -3%	-4%	-1%	2	7%	-2%	3	nt	3%	4%	-1%
O=C(CCS(=O)(=O)c1ccc(Br)cc1)NCc1ccc(F)cc1
  nt	9%	1%	-5	-7%	3%	-126*	-1%	6%	7%	25%
COCC(=O)Nc1nc2ccc(C)cc2s1
  -11%	0%	1%	1	1%	1%	-5	5%	-10%	?	6%
CCCCOc1ccc(C(=O)Nc2ccc(S(=O)(=O)Nc3cc(C)on3)cc2)cc1OC
  -2%	5%	3%	-3	-14%	4%	-4	28%	10%	-2%	2%
[O-][n+]1cccc2ncc3cscc3c21
  -6%	2%	-2%	-2	?	1%	5	7%	8%	0%	-3%
COC(=O)C1=C(O)/C(=C\c2cc(C)n(-c3ccccc3C)c2C)N=C1C
  9%	2%	2%	-4	15%	10%	-1	-9%	0%	-29%	-1%
COc1ccc(-c2noc(COC(=O)c3ccco3)n2)cc1OC
  nt	nt	3%	-28	nt	-1%	1	nt	13%	4%	-1%
COc1ccc(C(=O)N2CCN(C(=O)Cc3ccccc3)CC2)cc1OC
  0%	-4%	-2%	-1	-3%	6%	3	-22%	2%	-1%	-1%
CC(=O)Nc1ccc(NC(=O)COC(=O)Cn2cnc3ccccc32)cc1
  nt	nt	3%	-6	nt	2%	-1	nt	-11%	1%	nt
COc1ccc(CCCC(=O)NC(C)c2ccccc2)cc1 (configuration not stated)
  -2%	0%	2%	-3	-12%	0%	3	3%	5%	2%	1%
CCN(CC)CCCCOc1ccccc1OC
  0%	-2%	0%	0	-1%	3%	-5	21%	20%	0%	-1%
CCCCn1c(N)c(N(CCOC)C(=O)c2cc(S(=O)(=O)N3CCOCC3)ccc2F)c(=O)[nH]c1=O
  nt	nt	1%	-2	nt	10%	2	nt	1%	0%	-6%
CCOc1cc(N2CCOCC2)c(OCC)cc1NC(=O)COC(=O)/C=C/c1ccc(OC(F)F)cc1
  nt	nt	0%	4	nt	-5%	-16	nt	-3%	4%	0%
Cc1nc(C)c(-c2ccc(SCC(=O)Nc3cccc(Cl)c3C)nn2)s1
  16%	-5%	-1%	10	44%[activator]	-8%	-31	nt	3%	?	5%
S=C(NCC1CCCO1)NC1CCCC1 (configuration not stated)
  -7%	0%	3%	i	-2%	7%	4	3%	-19%	0%	7%
C[n+]1ccc(C(=O)NCCC[N+](C)(C)C)cc1/C=N/O
  -1%	-1%	1%	21	?	-3%	-3	7%	-3%	4%	-4%
COc1ccccc1N=Nc1ccc(O)c2ncccc12
  nt	6%	-8%	8	?	-3%	-4	?	4%	-8%	5%
C=C(C)c1cccc(C(C)(C)NC(=O)NC2CCCC2)c1
  -4%	1%	1%	-4	-5%	-2%	13	1%	-6%	2%	5%
O=C(Nc1cn(-c2ccccc2)nc1-c1ccc(Cl)cc1)c1ccccc1
  3%	nt	-1%	-10	-9%	-7%	-3	1%	7%	4%	9%

Assay outcomes deposited in PubChem by National Center for Advancing Translational Sciences (NCATS).
